Bioassay records from PubChem BioAssay.
Pol kappa inh: qHTS for Inhibitors of Polymerase Kappa | DNA polymerase kappa (Homo sapiens), Q9UBT6 | purified Pol kappa, fluorescent DNA synthesis assay, 10 min | Potency, µM (doses to about 107 µM), inactives show at the top dose activity, negative = inhibition, actives largely listed as inhibitors | 400,000 compounds, 0.53% hits; note: % is set by controls: 0 for no effect and ±100 for the full control effect
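Kinetic fluorescence readout at 0 and 10 min followed reaction start with substrate at 50 nM final. Beforehand, enzyme (10 nM Pol kappa) stood 15 min with compound at room temperature; buffer-only wells were negative controls.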
GRP78 ERSR act: qHTS for Inducers of the Endoplasmic Reticulum Stress Response (ERSR) in Human Glioma: qHTS; U87-MG GRP78 promoter luciferase reporter, 16 h; Potency, µM, for inactives: top-dose activation, actives largely listed as activators; 420,000 compounds, 0.02% hits; AID 602332, 2012; note: series mostly up to about 76 µM; % of control where 0% means no effect; nearly all actives have a fitted effect of over 35% in size
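ERSR induction read as luciferase luminescence (Bright-Glo, 10 min at room temperature) in stably transfected human U87-MG glioma cells exposed to compounds for 16 h, using GRP78 as sensor.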
BLM inh: qHTS Assay for Inhibitors of Bloom's syndrome helicase (BLM); AID 2528, 2010; Potency, µM (series often up to 56.1 µM), without a hit: at the highest dose activity change, negative = inhibition, most hits filed as inhibitors; recombinant BLM DNA unwinding, fluorescence dequenching; 350,000 compounds, 0.2% hits;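 note: plate controls were vehicle for no effect and no enzyme for full effect; nearly all actives have a fitted effect of over 35% in size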
APEX1 inh: qHTS Assay for Inhibitors of the Human Apurinic/apyrimidinic Endonuclease 1 (APE1); DNA repair nuclease/redox regulator APEX1 (Homo sapiens), P27695; recombinant APE1, TAMRA/BHQ-2 abasic DNA cleavage fluorescence; Potency, µM (doses to about 65.8 µM), without a hit: at the highest dose activity change, negative = inhibition, usual class: inhibitors; 350,000 compounds, 0.35% hits; AID 2517, 2012;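 note: plate controls were vehicle for no effect and reference inhibitor for full effect; nearly all actives have a fitted effect of over 55% in size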
Target sequence (P27695 whole entry, looked up): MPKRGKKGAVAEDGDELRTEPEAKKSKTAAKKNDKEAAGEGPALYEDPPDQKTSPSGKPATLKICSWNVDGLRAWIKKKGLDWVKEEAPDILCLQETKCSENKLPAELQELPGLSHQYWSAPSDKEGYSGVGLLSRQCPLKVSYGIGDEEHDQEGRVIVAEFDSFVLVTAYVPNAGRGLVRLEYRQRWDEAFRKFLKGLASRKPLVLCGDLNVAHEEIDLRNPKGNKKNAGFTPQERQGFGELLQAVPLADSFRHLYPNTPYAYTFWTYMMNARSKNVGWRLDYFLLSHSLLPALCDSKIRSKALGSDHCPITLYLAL
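Quantitative HTS: incision of a TAMRA/BHQ-2 double-stranded substrate bearing a tetrahydrofuran abasic site by 0.75 nM APE1 raises fluorescence. Substrate 50 nM final, added after 15 min compound preincubation at room temperature; progress as third-minus-first kinetic read difference.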
Active calls of the source: *; & = joins results of further samples; [ ] = dose if it differs, or a comment. Calls come from the whole dose curve; as a rule, active = well fitted curve in the direction sought with a large enough effect; inconclusive = small, poorly fitted or top-dose-only effect, or another doubt; inactive = no such curve, though single readings can be large; an effect the other way counts as inactive or inconclusive. Potency is the fitted concentration of half-maximal effect. Only part of the results is shown; count on the stated rates, not on these rows.

`Cc1ccc2c(c1)CN(CCNC(=O)c1ccc3nc(C)[nH]c3c1)CC(C)O2` (configuration not stated) gave GRP78 ERSR act -4.1%.
`COc1ccc(N2C(=O)[C@@H]3C[C@H]2CN3Cc2ccc3nccnc3c2)cc1Cl` gave GRP78 ERSR act -2.1%.
For COc1ccc(OC)c(C(=O)N2CCc3c(cnc(C)c3CNS(=O)(=O)N(C)C)C2)c1 the results were GRP78 ERSR act -4.3%.
Screening CO[C@H]1[C@H](NC(=O)C(C)C)c2ccccc2C12CCN(Cc1cnc(N(C)C)s1)CC2 returned GRP78 ERSR act -3.1%.
Screening COc1cc(=O)n2c(c1C(=O)NC(C)c1ccco1)CCN(C(=O)c1cccc(C)c1)CC2 (configuration not stated) returned GRP78 ERSR act -5.2%.
For COc1cccc(C(=O)N2CCCC(c3nc(SCCN4CCOCC4)ncc3C)C2)c1 (configuration not stated) the results were GRP78 ERSR act -5.1%.
`CC(C)=CCC/C(C)=C\CC/C(C)=C\CC/C=C(\C)CC/C=C(\C)CCC=C(C)C` gave GRP78 ERSR act -2.6%.
For NC(=O)C1CCCN(Cc2ccc3c(c2)CN(Cc2cn[nH]c2-c2ccc(F)cc2)CCO3)C1 (configuration not stated) the results were GRP78 ERSR act -4.6%.
For COc1ccccc1N1CCN(c2nc(CNC(=O)c3sc(C)nc3C)nc3ccccc23)CC1 the results were GRP78 ERSR act -3.1%.
Screening COC(=O)[C@@H]1CCCN1Cc1ccc2c(c1)CN(Cc1cccn1-c1ncccn1)CCO2 returned GRP78 ERSR act -3.0%.
`COc1cc(CN2C(=O)CC[C@@H]3CN(Cc4ccccn4)CC[C@@H]32)cc(OC)c1OC` gave GRP78 ERSR act -3.6%.
Cc1oc(-c2ccccc2NC(=O)C2CCC2)nc1CNC(=O)c1c(F)ccc(F)c1F was read as GRP78 ERSR act -5.3%.
`O=S(=O)(/C=C/c1ccccc1)N1CCC(n2c(C3CCCO3)nc3cccnc32)CC1` (configuration not stated) gave GRP78 ERSR act 0.2%.
`CCc1nc2cc(C(=O)N(C)CC3CCCN(C)C3)cc(NC(=O)c3ccccc3OC)c2n1C` (configuration not stated) gave GRP78 ERSR act -4.6%.
For Cc1ccc(CNc2nc(CN3CCSCC3)nc3ccccc23)o1 the results were GRP78 ERSR act 0.0%.
`Cc1cc(C(=O)NCC2CCC3(CCN(Cc4cc(F)ccc4F)CC3)O2)n(C)n1` (configuration not stated) gave GRP78 ERSR act -0.4%.
COc1ccc(-c2ccc(C(=O)N(C)Cc3csc(C)n3)c(N3CCC(N4CCc5ccccc5C4)CC3)n2)cc1 was read as GRP78 ERSR act -3.5%.
O=C1CCN(Cc2ccc(-c3ccccc3)cc2)CCN1Cc1ccccn1 was read as GRP78 ERSR act 2.1%.
Screening COC(=O)[C@@H]1C[C@H](NC(=O)c2ccccc2C(F)(F)F)CN1Cc1cccc(O)c1 returned GRP78 ERSR act -4.7%.
For O=C(c1ccc(F)c(F)c1)N1CCOc2ccc(CN3CCN(CCO)CC3)cc2C1 the results were GRP78 ERSR act -5.9%.
Screening Cc1ccc2[nH]c(C(=O)N3CCc4c(cnc(C)c4CNC(=O)c4ccccc4F)C3)cc2c1 returned GRP78 ERSR act -3.2%.
For Cc1cc2c(c(-c3cnccn3)c1)OC(CNC(=O)C1CCCN(C)C1)C2 (configuration not stated) the results were GRP78 ERSR act -4.0%.
For O=C(Cc1ccc2c(c1)OCO2)N1CCOc2ccc(CN3CCOCC3)cc2C1 the results were GRP78 ERSR act -2.2%.
For CC(C)c1c(C(=O)N2CCCCC2c2cccnc2)cnn1-c1nccc(-c2cccs2)n1 (configuration not stated) the results were GRP78 ERSR act -4.1%.
`CSc1ncccc1C(=O)N1CCOc2ccc(C(C)(O)CCn3cccn3)cc2C1` (configuration not stated) gave GRP78 ERSR act -4.5%.
For COC(=O)c1cc(CNC(=O)c2cccc(C)c2)cc(NC(=O)c2ccncc2)c1 the results were GRP78 ERSR act -4.6%.
`Nc1c(CC(=O)O)cccc1C(=O)c1ccccc1` gave GRP78 ERSR act -2.7%&-0.8%.
For COc1ccc(-n2c(CCNC(=O)c3ccc(-c4cccc(F)c4)cc3)nnc2SC)cc1 the results were GRP78 ERSR act -3.5%.
`COc1ccc(-n2c(CNC(=O)c3cc(C(F)(F)F)ccc3Cl)nnc2SC)cc1` gave GRP78 ERSR act -6.9%.
Screening CCCc1nc2cccnc2n1C1CCN(C(=O)Cn2nccc2C)CC1 returned GRP78 ERSR act -1.1%.
Screening Cc1cc(C(=O)Nc2cccc(-c3nc(CNC(=O)c4ccccc4C(F)(F)F)c(C)o3)c2)c(C)o1 returned GRP78 ERSR act -2.0%.
Cc1cc2c(c(-c3cnccn3)c1)OC(CNC(=O)c1c(F)cccc1Cl)C2 (configuration not stated) was read as GRP78 ERSR act -3.5%.
For Cc1cnc(SCC2CCCO2)nc1C1CCCN(C(=O)c2ccc(S(N)(=O)=O)cc2)C1 (configuration not stated) the results were GRP78 ERSR act 1.1%.
COC(=O)N[C@H](C(=O)N[C@@H](Cc1ccccc1)[C@@H](O)CN(Cc1ccc(-c2ccccn2)cc1)NC(=O)[C@@H](NC(=O)OC)C(C)(C)C)C(C)(C)C was read as GRP78 ERSR act 4.8%.
For COc1cc(C)c(CN2CCc3nnc(C(C)NC(=O)c4cccnc4)n3CC2)cc1C (configuration not stated) the results were GRP78 ERSR act -0.4%.
`COc1cc(=O)n2c(c1C(=O)N(C)Cc1nccs1)CCN(Cc1c(F)ccc(F)c1F)CC2` gave GRP78 ERSR act -4.2%.
CCn1c(-c2ccccc2F)nc2cc(C(=O)NC(c3ccccn3)C(F)(F)F)cc(NC(C)=O)c21 (configuration not stated) was read as GRP78 ERSR act -4.7%.
For O=C(NCCN1CCOCC1)c1cnn(-c2nccc(-c3ccccc3F)n2)c1C1CC1 the results were GRP78 ERSR act 2.8%.
Screening COc1cc(=O)n2c(c1C(=O)N(C)Cc1nonc1C)CCN(Cc1ccccc1F)CC2 returned GRP78 ERSR act -2.8%.
For CCc1nc2cc(C(=O)N[C@H]3CCCCNC3=O)cc(NC(=O)c3ccccc3OC)c2n1C the results were GRP78 ERSR act -2.1%.
For Cc1ccc(C(=O)Nc2cccc(-c3nc(CNC(=O)C4(C)CC4)c(C)o3)c2)s1 the results were GRP78 ERSR act -3.3%.
For C[C@@H]1CN(Cc2ccc3c(c2)CN(Cc2cccc4c2OCO4)CCO3)C[C@H](C)O1 the results were GRP78 ERSR act -3.4%.
`c1ccc2sc(-c3cc4c(c(OC5CCOC5)c3)OCCN(Cc3cccn3-c3nccs3)C4)nc2c1` (configuration not stated) gave GRP78 ERSR act -3.0%.
For COc1ccc(CN2CCCC(c3nc(-c4ccncc4)ncc3-c3ccccc3)C2)c(OC)c1OC (configuration not stated) the results were GRP78 ERSR act -6.6%.
For c1cncc(OC2CCN(Cc3ccc4c(c3)CN(Cc3ccc5c(c3)OCCO5)CCO4)CC2)c1 the results were GRP78 ERSR act -3.8%.

Quoted from the results shown for reference:
For COc1ccc(CN2CCCC(c3nc(-c4ccncc4)ncc3-c3ccccc3)C2)c(OC)c1OC (configuration not stated) the results were GRP78 ERSR act -6.6%.
For c1cncc(OC2CCN(Cc3ccc4c(c3)CN(Cc3ccc5c(c3)OCCO5)CCO4)CC2)c1 the results were GRP78 ERSR act -3.8%.

(cont.)
`Cc1cccc(CNC(=O)c2cnn(-c3nccc(-c4ccccc4C(F)(F)F)n3)c2C)n1` gave GRP78 ERSR act -4.4%.
Screening COc1ccc(CN2CCOc3ccc(C(O)c4cccnc4)cc3C2)c(F)c1 (configuration not stated) returned GRP78 ERSR act -2.4%.
`COc1cc(-c2cccnc2)cc2c1OCCN(C(=O)Cc1csc(C)n1)C2` gave GRP78 ERSR act -6.2%.
Cc1ccccc1C1(CC(=O)N2CCCCC2c2cccnc2)CC(=O)N(C2CCCC2)C1=O (configuration not stated) was read as GRP78 ERSR act -2.3%.
`COc1ccccc1-c1ccnc(-n2ncc(C(=O)N3CCN(C(C)C)CC3)c2-c2ccco2)n1` gave GRP78 ERSR act -3.7%.
For O=C(NCCO)c1cn(C2CCCN(Cc3cccc(C(F)(F)F)c3)C2)nn1 (configuration not stated) the results were GRP78 ERSR act -4.5%.
For CCC(=O)C(Cc1ccccc1)(Cc1ccccc1)CC(C)N(C)C (configuration not stated) the results were GRP78 ERSR act -3.5%.
Cc1ccccc1-c1cccc(CN2CCc3nnc(C(NS(C)(=O)=O)C(C)C)n3CC2)c1 (configuration not stated) was read as GRP78 ERSR act -3.8%.
`Cc1c(C(=O)NCCc2cccnc2)cnn1-c1nccc(-c2ccccc2F)n1` gave GRP78 ERSR act -0.9%.
CC(C)(CNC(=O)c1cnn(-c2nccc(-c3cc4ccccc4o3)n2)c1C1CC1)N1CCOCC1 was read as GRP78 ERSR act 1.3%.
Cc1ccc(CNc2nc(CN3CCN(C=O)CC3)nc3ccccc23)o1 was read as GRP78 ERSR act -4.3%.
For Cc1nc2cc(NC(=O)[C@@H]3C[C@@H](Sc4ccccn4)CN3Cc3cccc(F)c3)ccc2s1 the results were GRP78 ERSR act -3.6%.
Screening Oc1cc(-c2nc3ccccc3s2)cc2c1OCCN(Cc1cccn1-c1ccc(Cl)cn1)C2 returned GRP78 ERSR act -3.2%.
Cc1nn(C)cc1CN1CCOc2ccc(CN3CCC(Oc4cccnc4)CC3)cc2C1 was read as GRP78 ERSR act 0.8%.
`CS(=O)(=O)Nc1cc(C(=O)N2CCNC(=O)C2)c2c(c1)ncn2CCc1ccccc1` gave GRP78 ERSR act -7.6%.

Of the compounds above, two contain a thiophene ring, fused or not.
For CC(C)c1c(C(=O)N2CCCCC2c2cccnc2)cnn1-c1nccc(-c2cccs2)n1 (configuration not stated) the results were GRP78 ERSR act -4.1%.
For Cc1ccc(C(=O)Nc2cccc(-c3nc(CNC(=O)C4(C)CC4)c(C)o3)c2)s1 the results were GRP78 ERSR act -3.3%.

Later entries:
For COc1ccc(C)cc1N1C(=O)[C@@H]2C[C@H]1CN2Cc1cccc(OC)c1O the results were GRP78 ERSR act -3.5%.
`CCCCC(CC)COC(=O)c1ccccc1C(=O)O` (configuration not stated) gave GRP78 ERSR act -1.9% and APEX1 inh 5.0%.
CC1CCC2C(=O)N3C(CCC(C)C3c3ccc(-c4ccco4)cc3)C(=O)N2C1c1ccc(-c2ccco2)cc1 (configuration not stated) was read as GRP78 ERSR act -5.3%, BLM inh 3.55µM* and APEX1 inh 3.98µM*.
Screening CC1CCC2C(=O)N3C(CCC(C)[C@@H]3c3ccc(Br)cc3)C(=O)N2C1c1ccc(Br)cc1 (some centres not stated) returned GRP78 ERSR act -4.8%, BLM inh 0.8%[12.4 µM] and APEX1 inh 11.6%[12.4 µM].
For CCOC(=O)C1=C(C)NC(C)=C(C(=O)OCC)C1c1c(F)c(F)c(F)c(F)c1F the results were Pol kappa inh inconclusive and GRP78 ERSR act -13.0%.
N[C@H](C(=O)O)[C@H](Cc1ccccc1)C(=O)O was read as Pol kappa inh 7.4%[60.1 µM] and GRP78 ERSR act -3.2%.
Screening C=CC(C)=C[C@@]1(C)SC(=O)C(C)=C1O returned Pol kappa inh -7.8%[60.1 µM] and GRP78 ERSR act -3.1%.
`Nc1ncnc2c1c(I)cn2[C@@H]1C[C@H](N)[C@@H](O)[C@H]1O` gave Pol kappa inh -5.6%[60.1 µM] and GRP78 ERSR act -5.5%.
NCC1OC(O[C@H]2[C@H](O)[C@@H](OC3C(O)C(N)CC(N)C3OC3OC(CO)C(O)C(O)C3N)O[C@@H]2CO)C(N)C(O)C1O (some centres not stated) was read as Pol kappa inh -8.3%[60.1 µM] and GRP78 ERSR act -3.1%.
Screening C#C[C@]1(O)CC[C@H]2[C@@H]3CCC4=Cc5oncc5CC4(C)[C@H]3CCC21C (some centres not stated) returned Pol kappa inh -1.5%[60.1 µM] and GRP78 ERSR act inconclusive.
For OC[C@H]1O[C@H](n2cnc3c(N[C@H]4CCC[C@@H]4O)ncnc32)[C@H](O)[C@@H]1O the results were Pol kappa inh -10.6%[60.1 µM] and GRP78 ERSR act -3.3%.
`Cc1nc2n(c(=O)c1CCN1CCC(c3noc4cc(F)ccc34)CC1)CCCC2O` (configuration not stated) gave Pol kappa inh -15.0%[60.1 µM] and GRP78 ERSR act 0.0%.
